Compound activity from PubChem BioAssay.
sdo1 growth: growth rescue of sdo1-depleted yeast, primary screen, S. cerevisiae, bone marrow failure model; 140,000 tested, 0.21% active; S. cerevisiae sdo1-depleted JHY4D growth rescue, OD600 30 h; hits give high values; pdr5 snq2 efflux-pump mutant strain; z-score at 10 µM;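 active means z-score above 3 at both the 24 hr and the 30 hr optical density reads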;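 further: z-score against mean and SD of all compound wells on the same plate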
INS promoter inh: inhibitors of insulin promoter-driven GFP, primary screen, imaging, TRM-6 cells (human fetal islet line), eGFP reporter, cell count. 130,000 tested, 0.9% active. reporter expression induced with tamoxifen. inhibition, % at 2 µM;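 active means inhibition above the mean plus 3 SD, with well images judged a real hit on visual review, cut at about 60% in these data, passing the limit was not always enough; inconclusive means inhibition over the cutoff but images rejected on review; inactive means inhibition not above the cutoff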
sdo1 growth Rescue 24 h: further read-out of sdo1 growth, marked with its call; z-score; S. cerevisiae sdo1-depleted JHY4D growth rescue, OD600; measured here: growth rescue at 24 h;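 0 is the plate mean of compound wells and units are plate SD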
An asterisk follows results filed as active; ? = inconclusive; · = not tested or not shown.

SMILES	sdo1 growth	sdo1 growth Rescue 24 h	INS promoter inh
COCCCNCCCOc1ccc(C)cc1Br	0.33	-0.14	3
COc1ccc(C2CC(=O)c3c(C)nc(N4CCN(Cc5ccccc5)CC4)nc3C2)cc1OC (stereo unspecified)	-1.4	-1.3	·
COCCOC(=O)C1=C(C)OC(N)=C(C#N)C1c1ccc2c(c1)OCO2 (stereo unspecified)	0.16	0.2	-18
COc1ccc(S(=O)(=O)N2CCN(C(=O)NC3CCCCC3)CC2)cc1OC	0.26	-0.47	31
COc1nc(NC(C)(C)C)nc(Oc2ccc(=O)n(C)n2)n1	0.21	-0.28	·
CCN(CC)S(=O)(=O)c1ccc(N2CCCC2)c(C(=O)OCC(=O)N2CCCC2)c1	·	·	-93
CCOC(=O)Cc1csc(NC(=S)NC(=O)c2ccccc2Br)n1	-1.5	-1.6	7
CCc1cccc2c(/C=N/NC(=O)c3cccc(S(=O)(=O)Nc4ccccc4Cl)c3)c[nH]c12	-0.5	-0.86	10
O=C(NCCc1c[nH]c2ccccc12)C(=O)NCC1OCCCN1S(=O)(=O)c1cc(F)ccc1F (stereo unspecified)	·	·	-33
CC1CCCCN1C(=O)C(Cc1ccccc1)N1C(=O)C2CCCCC2C1=O (stereo unspecified)	0.31	0.17	-30
COc1cc2ccccc2cc1C(=O)N1CCN(C)CC1	1.6	1.5	7
O=C(c1ccc(Cn2c(=S)[nH]c3cc4c(cc3c2=O)OCO4)cc1)N1CCN(c2ccccc2)CC1	·	·	7
CC(C)N(C(=S)NC1CCCCC1)c1ccccc1	·	·	7
COCCCNCCOc1ccccc1-c1ccccc1	0.79	0.5	-17
Fc1ccccc1Nc1nc(NCc2ccco2)nc(N2CCOCC2)n1	·	·	5
CCC(C)NC(=O)Cn1nc(C(F)(F)F)c2c1CCCC2 (stereo unspecified)	1.6	1.5	-162
COc1cc(OC)cc(-c2nnc(SCc3cccc(C(=O)O)c3)o2)c1	0.37	0.18	-17
O=C(COC(=O)CNC(=O)c1ccc(Cl)cc1)Nc1ccc(Cl)cc1C(F)(F)F	0.05	0.22	3
NC(=O)Cc1ccc(Nc2nnc(-c3ccc(O)cc3)c3ccccc23)cc1	1	0.8	·
Cc1ccc(-n2ncc3c(NNC(=O)Cc4ccccc4)ncnc32)cc1	0.97	0.56	-15
Cc1ccc2c(c1)C(O)(c1c(C)[nH]c3ccccc13)C(=O)N2 (stereo unspecified)	0.01	0.38	43
Cc1ccccc1Cn1nnc(-c2ccc3c(c2)OCO3)n1	-0.48	0.07	0
CCC[C@@H]1C[C@@]1(CCC)[C@@H](NP(=O)(c1ccccc1)c1ccccc1)c1ccc(C(=O)OC)cc1	-0.55	-0.62	45
Cc1cc(C(F)(F)F)nn1Cc1n[nH]c(=S)n1-c1ccc(F)cc1	0.55	-0.6	8
COc1ccc(C(=O)Nc2nncs2)cc1S(=O)(=O)N1CC(c2ccccc2)CC1=O (stereo unspecified)	1.2	1.6	·

Single records (already shown). Values in the order: sdo1 growth | sdo1 growth Rescue 24 h | INS promoter inh
COCCOC(=O)C1=C(C)OC(N)=C(C#N)C1c1ccc2c(c1)OCO2 (stereo unspecified) as listed: 0.16 | 0.2 | -18
COc1ccc(C(=O)Nc2nncs2)cc1S(=O)(=O)N1CC(c2ccccc2)CC1=O (stereo unspecified) as listed: 1.2 | 1.6 | ·
Fc1ccccc1Nc1nc(NCc2ccco2)nc(N2CCOCC2)n1 as listed: · | · | 5
CC1CCCCN1C(=O)C(Cc1ccccc1)N1C(=O)C2CCCCC2C1=O (stereo unspecified) as listed: 0.31 | 0.17 | -30
CCN(CC)S(=O)(=O)c1ccc(N2CCCC2)c(C(=O)OCC(=O)N2CCCC2)c1 as listed: · | · | -93

Ordered by molecular weight (largest number first): four of the compounds above.
SMILES	sdo1 growth	sdo1 growth Rescue 24 h	INS promoter inh
CCC[C@@H]1C[C@@]1(CCC)[C@@H](NP(=O)(c1ccccc1)c1ccccc1)c1ccc(C(=O)OC)cc1	-0.55	-0.62	45
Cc1ccccc1Cn1nnc(-c2ccc3c(c2)OCO3)n1	-0.48	0.07	0
COCCCNCCOc1ccccc1-c1ccccc1	0.79	0.5	-17
CC(C)N(C(=S)NC1CCCCC1)c1ccccc1	·	·	7

Continuation:
SMILES	sdo1 growth	sdo1 growth Rescue 24 h	INS promoter inh
O=C(NCCN1CCOCC1)c1ccc2c(c1)N(Cc1ccccc1F)C(=O)CS2	1.2	1.2	11
Cc1cc(C)c2nc(SCC(=O)N3CCCCC3)c(C#N)cc2c1	-0.9	-0.92	·
Cc1ccc(Cn2c(=N)n(CC(=O)c3ccc([N+](=O)[O-])cc3)c3ccccc32)cc1	-2.2	-2.1	·
Cn1cccc1C1NC(=O)c2c(sc3c2CCC(C(C)(C)C)C3)N1 (stereo unspecified)	0.2	-0.14	14
CCc1nc(OCc2ccccc2)c2sc3nc4c(cc3c2n1)COC(C)(C)C4	0.12	0.87	7
Cc1cc[n+]2cc(-c3cccc([N+](=O)[O-])c3)c(-c3cccc([N+](=O)[O-])c3)cc2c1	0.93	1.2	-92
COc1ccccc1C1(O)CCN(CC(=O)Nc2c(C)nn(C)c2C)CC1	0.28	-0.26	·
Cn1cc(C(=O)NCC2COc3ccccc3O2)c(=O)c2cc(S(=O)(=O)N3CCCCC3)ccc21 (stereo unspecified)	-0.37	-0.82	7
COc1cccc2c1OC1(C)CC2NC(=O)N1Cc1ccccc1 (stereo unspecified)	-1.2	-1.1	0
CN(C)CCNC(=O)Nc1ccc(Cl)c(Cl)c1	0.38	0.85	27
Cc1ccc2cc(C#N)c(NCc3ccccc3)nc2c1	·	·	21
O=C(NCC1c2ccccc2CCN1C(=O)CN1CCOCC1)C1CCCCC1 (stereo unspecified)	0.18	0.21	-55
Cc1ccccc1NC(=O)CSc1nc2ccccc2c2nc(CCn3cncc3C)nn12	0.12	0.16	-37
COc1ccc(NC(=O)c2ccc3ccccc3n2)cc1S(=O)(=O)Nc1ccccc1Cl	-0.58	-0.61	33
CCn1c(SCC(=O)Nc2ccccc2)nnc1C1CCCCC1	0.47	-0.1	31
O=C(Nc1cccc(NC(=O)c2ccccc2[N+](=O)[O-])n1)c1ccccc1[N+](=O)[O-]	-0.75	-0.72	-17
Cc1ccc(OCC(=O)NC(=S)Nc2cccc(NC(=O)c3ccccc3)c2)cc1	-0.89	1.5	28
CCc1nnc(NC(=O)c2ccc3c(c2)C(=O)N(CC(C)C)C3=O)s1	0.14	0.63	-25
CC(C)N(C(=S)Nc1cc(S(=O)(=O)N2CCOCC2)ccc1Cl)c1ccccc1	0.12	-0.25	-132
O=C(CSc1nnnn1C1CCCCC1)N1CCc2ccccc21	-0.34	0.72	8
COCCNC(=O)C(=O)Nc1cccc(Br)c1	0.84	1.1	7
C/C(=N\NC(=O)CSCc1ccc([N+](=O)[O-])cc1)c1ccccc1O	0.32	0.08	8
COc1c(C(=O)Nc2c(C)n(C)n(-c3ccccc3)c2=O)ccc2ccccc12	0.65	0.53	45
O=Cc1cn(CCC(=O)O)nc1-c1cccc2ccccc12	·	·	-43
CCCOc1ccc(/C(O)=C2/C(=O)C(=O)N(CCCOC)C2c2ccncc2)cc1 (stereo unspecified)	0.66	-0.16	27

The last 2 entries of the part before open the next one.
SMILES	sdo1 growth	sdo1 growth Rescue 24 h	INS promoter inh
O=Cc1cn(CCC(=O)O)nc1-c1cccc2ccccc12	·	·	-43
CCCOc1ccc(/C(O)=C2/C(=O)C(=O)N(CCCOC)C2c2ccncc2)cc1 (stereo unspecified)	0.66	-0.16	27
O=C(CCN1CCCCC1)Nc1cccc(Cl)c1	1.3	1.3	-14
Cc1cc(C)nc(N2C(=O)CC(Cc3ccccc3)C2=O)n1 (stereo unspecified)	0.54	-0.04	17
Cc1cc(/C=N/n2cnnc2)c(C)n1-c1ccc2c(c1)OCO2	0.74	1.2	50
COc1ccc(CCN2C(=O)CC(N3CCN(S(=O)(=O)c4ccccc4)CC3)C2=O)cc1 (stereo unspecified)	-0.45	-0.26	-36
CCOC(=O)C1=C(C)N=C2SC(C(=O)OC)=CC(=O)N2C1c1cc(OC)c(OC)c(OC)c1 (stereo unspecified)	0.6	-0.21	·
CC(C)n1c(NCc2ccc(N(C)C)cc2)nc2ccccc21	0.48	-0.76	39
COC(=O)c1cc(NS(=O)(=O)c2ccc(OC)c(OC)c2)ccc1Cl	0.86	-0.28	-204
C=CCOc1ccc(/C=N/Nc2ccccn2)cc1OC	·	·	60
CSc1nnc(-c2cccn(Cc3cccc(Cl)c3)c2=O)o1	·	·	8
CC1=C(C)[N+](=O)C2(O)CCCCC2(C)N1[O-] (stereo unspecified)	0.36	-0.1	23
CC1(C)CC(=O)C=C(NCC(=O)O)C1	-0.8	-1.1	·
Cc1ccccc1OCCC(=O)Nc1cccc(S(=O)(=O)Nc2ccccc2Cl)c1	-0.09	0.03	-15
Cc1csc(Sc2ccc([N+](=O)[O-])cc2C(=O)OCC(=O)NC2CCCC(C)C2C)n1 (stereo unspecified)	-1.1	-1.2	53
C=CCn1c(SCCCCCC)nc(O)cc1=O	0.34	0.33	-35
CCCCN(C)C(=O)c1coc(=O)c2ccccc12	0.99	0.75	?
COc1ccc(C(=O)Oc2ccc(C(=S)N3CCCC3)cc2)cc1OC	-1.1	-1.6	60
Cn1cnnc1Sc1ccc(/C=C(\CCC(=O)O)c2nc3ccccc3s2)cc1[N+](=O)[O-]	·	·	-7
O=C(Nc1ccc(N2CCOCC2)c(Cl)c1)c1c(F)c(F)c(F)c(F)c1F	-0.48	-0.29	-11
O=c1oc2cc(O)ccc2cc1-c1ccc(F)cc1	-2	-1.3	20
O=C(Oc1ccc2c3c(c(=O)oc2c1)CCCC3)c1cccs1	-0.75	-1.3	·
O=C(CCN1CCOCC1)Nc1ccccc1	1.4	0.97	0
Cc1ccc(-n2nnnc2SCC(=O)N2CCCCC2)cc1	0.56	0.12	-3
CCOC(=O)C1CCN(C(=O)c2ccccc2N(C)S(C)(=O)=O)CC1	0.03	0.1	45
COc1ccc(N2CCN(c3ccc([N+](=O)[O-])cc3Cl)CC2)cc1	-0.09	1.8	8
O=S(=O)(NCc1ccccc1)c1ccc(S(=O)(=O)N2CCCCC2)cc1	1.5	2.1	·

(continued)
SMILES	sdo1 growth	sdo1 growth Rescue 24 h	INS promoter inh
O=C(COc1ccc2c3c(c(=O)oc2c1)CCC3)c1ccc2c(c1)OCO2	-0.27	0.58	64
Cc1ccc(N(CC(=O)Nc2ccc(F)cc2)S(=O)(=O)N2CCCC2)cc1	-0.74	-0.19	35
COc1ccc(NS(=O)(=O)c2cc(C)ccc2NC(=O)c2cc(C)oc2C)cc1	-0.45	0.26	27
O=C(O)CCC(=O)N1CCc2cc(S(=O)(=O)N3CCN(c4ccc(F)cc4)CC3)ccc21	-0.32	-0.95	·
C/C=C(\C)c1nnc(NC(=O)C(C)C)s1	-0.49	-1.1	68
CN(CC(=O)Nc1ccc(F)c(F)c1F)C1CCCCC1	-0.19	-1.5	-7
Oc1ccc(Cc2ncc(C(F)(F)F)cc2Cl)cc1	·	·	-12
CNC(=O)/C=C1\NC(C)(C)Cc2c1ccc1ccccc21	1.5	0.43	-54
Cc1ccc(NC(=O)CC2CS(=O)(=O)CC2CC(=O)Nc2ccc(C)c(C)c2)cc1C (stereo unspecified)	-0.26	-0.28	25
O=C1S/C(=C\c2ccc(N3CCOCC3)o2)C(=O)N1Cc1c(F)cccc1Cl	-0.84	-0.59	0
CC1CC2=C(C(=O)O1)C(c1ccc(Cl)cc1)Nc1ccccc1N2 (stereo unspecified)	1.7	2.2	52
O=C(Cc1ccccc1)Nc1ccc(NC(=O)c2cccs2)cc1	·	·	-33
Cn1cccc1Cc1nnc(SCC(=O)N2CCCc3ccccc32)n1-c1ccc(F)cc1	0.7	1.2	·
C/C(=N\NC(=O)c1cccs1)C(C)(C)C	0.81	0.75	-10
O=C(NC1CCCCC1)[C@H](CSCc1ccccc1)N1Cc2ccccc2C1=O	-0.77	-0.63	5
CC(C)OC(=O)CN1CCN(C2c3ccccc3-c3ccccc32)CC1	0.38	0.99	43
COC(=O)c1ccc(Cl)c(NC(=O)NC2CCCCC2)c1	0.73	0.65	0
CC(C)CC(=O)NC(=S)N(Cc1ccccc1)Cc1ccccc1	-0.02	0.57	-29
CS(=O)(=O)Nc1ccc(OCc2ccccc2)cc1	-0.28	-1	-27
Cc1c(NC(=O)Cn2nc(C(=O)O)c3ccccc3c2=O)c(=O)n(-c2ccccc2)n1C	0.28	-0.13	0
c1ccn(-c2ccc(-c3ccn[nH]3)cc2)c1	·	·	25
O=C(Nc1ccc2c(c1)OCCO2)c1c(F)c(F)c(F)c(F)c1F	0.36	-0.22	54
Cc1ccc(C(=O)CCNc2ccc(Cl)cc2)o1	1.1	2.2	38
Cc1ccc(C(=O)N/C(=C/c2cccs2)C(=O)N2CCCCC2)cc1	·	·	0
COc1ccc(/C(O)=C2\C(=O)C(=O)N(c3cc(C)on3)C2c2ccccc2OC)cc1C (stereo unspecified)	1.1	0.44	41
COc1cc(OC)cc(C(=O)N[C@H](C(=O)OCC(=O)c2ccc(F)cc2)C(C)C)c1	·	·	-22
COc1cccc(C(=O)OC(C)CN2CCCC2)c1 (stereo unspecified)	0.39	0.15	·

Retrieved by structure from the entries so far (5):
SMILES	sdo1 growth	sdo1 growth Rescue 24 h	INS promoter inh
COC(=O)c1ccc(Cl)c(NC(=O)NC2CCCCC2)c1	0.73	0.65	0
O=C(Nc1ccc2c(c1)OCCO2)c1c(F)c(F)c(F)c(F)c1F	0.36	-0.22	54
COc1ccc(/C(O)=C2\C(=O)C(=O)N(c3cc(C)on3)C2c2ccccc2OC)cc1C (stereo unspecified)	1.1	0.44	41
CC1CC2=C(C(=O)O1)C(c1ccc(Cl)cc1)Nc1ccccc1N2 (stereo unspecified)	1.7	2.2	52
C/C(=N\NC(=O)c1cccs1)C(C)(C)C	0.81	0.75	-10

These rows are one share of the data (hit frequency here may not be typical).
